Screens from PubChem BioAssay.
SKN-1 inh – suppressors of acrylamide-induced Pgst-4::GFP reporter in worms, primary screen, SKN-1 inhibitor project, whole organism, uHTS, GFP/RFP fluorescence ratio, strain VP596; C. elegans VP596 Pgst-4::GFP/RFP ratio, 24 h; inhibition, % at 21.8 µM; 360,000 tested, 0.49% active;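 active = interference check ratio from 0.5 to 1.5 plus GFP to RFP signal ratio inhibition reaching or exceeding a fixed threshold, cut at about 30% in these data, passing the limit was not always enough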; also: some compounds called inactive have numbers as strong as hits
SUMO1 PPI mod – modulators of SUMO1 protein-protein interactions, primary screen, biochemical, uHTS. SUMO1 binding to a labelled peptide, TR-FRET, 1 h. inhibition, % at 20 µM. Small ubiquitin-related modifier 1 (Homo sapiens), P63165. 360,000 tested, 0.33% active; in the data active = inhibition above about 37%
Target sequence (P63165 whole entry, looked up): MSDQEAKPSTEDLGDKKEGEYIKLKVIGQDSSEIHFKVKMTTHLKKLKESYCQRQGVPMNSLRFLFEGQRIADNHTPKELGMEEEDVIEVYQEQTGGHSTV
LMPTP inh – LMPTP phosphatase inhibitors, primary screen, biochemical, fluorescence intensity, uHTS | Low molecular weight phosphotyrosine protein phosphatase (Homo sapiens), P24666 | recombinant LMPTP-A, OMFP fluorogenic substrate | 360,000 tested, 0.22% active | inhibition, % at 20 µM;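 active = compounds that cut the enzyme signal by at least half of the control window in the single-dose screen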;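 also: plate controls were DMSO wells with enzyme plus substrate for no effect and substrate without enzyme for full effect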
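Material: LMPTP-A; amount: 0.625 nM enzyme; doses: single 20 µM dose; times: reaction 50 min, room temperature, dark; technique: fluorescence intensity of OMFP turnover product; benchmarks: no-enzyme and uninhibited controls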
STEP inh – STEP phosphatase inhibitors, primary screen, biochemical, fluorescence intensity, uHTS; Tyrosine-protein phosphatase non-receptor type 5 (Homo sapiens), P54829; recombinant STEP, OMFP fluorogenic substrate; inhibition, % at 20 µM; 360,000 tested, 0.25% active;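 active = inhibition at 20 µM, scaled per plate between control wells, above about 37%, limit read from the data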;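 also: 0% = DMSO with enzyme and substrate and 100% = substrate only without enzyme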
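material = STEP tyrosine phosphatase | reagent = fluorogenic phosphatase substrate OMFP at 25 µM final | doses = single compound dose of 20 µM, 1% DMSO final | schedule = 20 min reaction, room temperature, in the dark | measured by = fluorescence, 480/540 nm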
Neddyl block – inhibitors of cullin neddylation, primary screen, biochemical, TR-FRET, uHTS, NAE and Ubc12. NEDD8-conjugating enzyme Ubc12 (Homo sapiens) + NEDD8-activating enzyme E1 regulatory …. calls only at 25 µM. 360,000 tested, 0.58% active. AID 651699, 2012; in the data active = inhibition above about 36%
Target sequence (P61081 whole entry, looked up): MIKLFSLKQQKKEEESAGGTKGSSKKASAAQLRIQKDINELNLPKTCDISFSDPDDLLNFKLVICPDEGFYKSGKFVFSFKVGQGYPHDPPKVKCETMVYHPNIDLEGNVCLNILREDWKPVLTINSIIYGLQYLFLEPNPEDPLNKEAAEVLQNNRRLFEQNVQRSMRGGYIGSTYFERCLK
Target sequence (Q13564 whole entry, looked up): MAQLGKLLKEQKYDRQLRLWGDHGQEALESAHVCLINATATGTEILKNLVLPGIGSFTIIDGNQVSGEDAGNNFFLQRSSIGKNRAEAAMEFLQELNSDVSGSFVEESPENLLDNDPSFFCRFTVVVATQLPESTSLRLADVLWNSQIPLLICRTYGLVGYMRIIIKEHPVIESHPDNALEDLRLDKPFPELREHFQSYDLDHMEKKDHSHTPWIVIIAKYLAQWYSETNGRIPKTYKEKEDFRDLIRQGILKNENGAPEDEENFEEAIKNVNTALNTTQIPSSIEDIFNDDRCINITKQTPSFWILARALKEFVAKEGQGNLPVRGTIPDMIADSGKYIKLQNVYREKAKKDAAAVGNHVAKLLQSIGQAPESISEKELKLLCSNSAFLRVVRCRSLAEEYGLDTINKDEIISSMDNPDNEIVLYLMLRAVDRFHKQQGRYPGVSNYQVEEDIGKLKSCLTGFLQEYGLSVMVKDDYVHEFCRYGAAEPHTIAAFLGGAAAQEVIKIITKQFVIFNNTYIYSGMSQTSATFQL
Tb MetRS inh – T. brucei MetRS inhibitors, primary screen, biochemical, luminescence | inhibition, % at 11.9 µM | purified T. brucei MetRS, ATP depletion, Kinase-Glo luminescence | 360,000 tested, 0.4% active;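 active = inhibition above a per-plate cutoff of the control wells' mean inhibition plus 3 SD, cut at about 5.5% in these data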;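 also: 0% = DMSO wells median and 100% = median of wells with control inhibitor compound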
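technique = Kinase-Glo luminescence, ATP depletion format | system = purified MetRS (methionyl-tRNA synthetase) enzyme from Trypanosoma brucei | timing = 15 min preincubation, 2 h reaction, all 25 °C | evaluation = percent inhibition versus plate control medians | dosing = single dose, 11.9 µM final nominal, 0.9% final DMSO | also added = substrates ATP, L-methionine and bulk Escherichia coli tRNA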
NadD inh – inhibitors of S. aureus NadD, primary screen, biochemical, colorimetric, uHTS; AID 602399, 2012; 360,000 tested, 0.78% active; purified NadD enzyme, colorimetric absorbance read-out; inhibition, % at 20 µM; Nicotinate-nucleotide adenylyltransferase NadD (Staphylococcus aureus N315); in the data active = inhibition above about 26%; also: some compounds past the cut are filed as inactive
CendR NRP1 mod – modulators of CendR peptide binding to NRP-1, primary screen, biochemical, fluorescence polarization, uHTS; 360,000 tested, 0.85% active; FAM-RPARPAR peptide binding to NRP-1; inhibition, % at 25 µM; AID 602438, 2012; Neuropilin-1 (Homo sapiens), O14786;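 active = inhibition or corrected inhibition above about 18%, plus a signal ratio from 0.5 to 1.5, limit read from the data, passing the limit was not always enough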; also: strong numbers were not always called active
Scp1 inh – Scp-1 phosphatase inhibitors, primary screen, biochemical, colorimetric, uHTS. AID 493091, 2011. Recombinant Scp1, phosphopeptide, malachite green phosphate absorbance. inhibition, % at 20 µM. 340,000 tested, 0.88% active. Carboxy-terminal domain RNA polymerase II polypeptide A small phosphatase 1 (Homo …;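 active = inhibition above about 50% at 20 µM, limit read from the data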;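 also: plate controls were DMSO wells with enzyme for no effect and wells lacking enzyme for full effect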
Target sequence (Q9GZU7 76-261 limits assumed): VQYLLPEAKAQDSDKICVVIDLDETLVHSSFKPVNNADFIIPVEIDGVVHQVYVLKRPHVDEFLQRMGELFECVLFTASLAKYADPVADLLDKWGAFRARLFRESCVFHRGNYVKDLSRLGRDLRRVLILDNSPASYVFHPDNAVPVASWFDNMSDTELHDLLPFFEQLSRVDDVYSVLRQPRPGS
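Test system: SCP-1 phosphatase catalytic domain, residues 76-261; measured by: colorimetric phosphate reagent with accelerator and stabiliser, absorbance at 630 nm; timing: enzyme reaction 45 min at room temperature, colour 5 min, stabilisation 30 min; also added: Phosphorylated 17-residue peptide substrate; compound dosing: one concentration, 20 µM, with 1.0% DMSO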
DNMT1 block – human DNMT1 methyltransferase inhibitors, primary screen, biochemical, molecular beacon, fluorescence, HinP1I cleavage, uHTS; DNA (cytosine-5)-methyltransferase 1 (Homo sapiens), P26358; inhibition (reported as % activation of signal), % at 10 µM; 360,000 tested, 0.83% active; in the data active = inhibition above about 50%
An asterisk follows results filed as active; i = inactive; · = no result given. An unsorted share of the library (roughly 4.6% active in at least one column).

| Molecule | SKN-1 inh | SUMO1 PPI mod | LMPTP inh | STEP inh | Neddyl block | Tb MetRS inh | NadD inh | CendR NRP1 mod | Scp1 inh | DNMT1 block |
| --- | --- | --- | --- | --- | --- | --- | --- | --- | --- | --- |
| COc1ccc(NS(=O)(=O)c2cccc(NC(=O)NCCCl)c2)cc1 | -7 | 0 | -1.1 | 0 | i | -0.2 | -5 | -8 | -5 | -5 |
| COc1ccccc1CNc1cccc(C)n1 | 18 | 2 | -0.9 | -1 | i | 0.1 | -2 | 13 | · | 7 |
| CC1NC(=S)N(C2CCCCC2)C1=O (centres undefined) | -2 | 1 | 1.1 | -7 | i | -0.3 | -2 | 6 | -11 | 0 |
| CCOc1ccc(NC(=S)N=Nc2c(O)[nH]c3ccccc23)cc1 | 0 | -8 | 3.9 | 0 | i | 0.8 | 3 | 9 | -9 | -5 |
| COc1cccc(COc2ccc3c(C)cc(=O)oc3c2)c1 | -15 | 2 | 1.7 | 0 | i | -0.8 | -10 | -5 | -18 | 1 |
| O=C(c1ccc(Cl)s1)N1CCN(c2ccccc2)CC1 | -6 | 4 | -1.4 | 1 | i | -0.5 | -2 | -7 | -6 | -1 |
| Cc1occc(=O)c1OC(=O)Nc1ccccc1 | 9 | 0 | 1.3 | -2 | i | -0.3 | -2 | 20 | -5 | -2 |
| O=C(NNC(=O)C12CC3CC(CC(C3)C1)C2)c1cccc([N+](=O)[O-])c1 | -2 | -18 | 0.5 | -3 | i | -0.2 | -6 | 1 | -4 | -1 |
| COc1ccc(C2=NOC(C(=O)N(C)Cc3ccccc3)C2)cc1 (centres undefined) | -4 | -2 | -0.5 | 0 | i | -0.1 | -4 | -2 | -10 | 3 |
| CC1=C(N2CCCCC2)CCC1=O | -12 | 7 | -1.8 | 2 | i | 0.4 | -6 | 6 | -5 | 0 |
| O=C(C1CCN(S(=O)(=O)c2ccccc2F)CC1)N1CCc2ccccc2C1 | 8 | 2 | 0.2 | -2 | i | -0.1 | -9 | 2 | -17 | 2 |
| CCOc1cc(/C=C2\C(=N)N3N=C(C)SC3=NC2=O)ccc1OCCOc1ccccc1 | 6 | -4 | 0.5 | -3 | i | 0.3 | 22 | -5 | -6 | 2 |
| Cc1ccc(NC(=O)NC2CC(=O)N(c3ccc4c(c3)OCCO4)C2)cc1F (centres undefined) | 13 | 7 | 0.0 | 3 | i | -0.3 | -8 | -5 | -6 | 0 |
| CCC(C)C1C(C#N)=C(N)Oc2n[nH]c(C)c21 (centres undefined) | 5 | -1 | -0.5 | 0 | i | 0.3 | 4 | -4 | 3 | 1 |
| O=C(N/N=C/c1c[nH]c2ccccc12)c1ccn(Cc2ccc(Cl)cc2Cl)n1 | 6 | 14 | 2.7 | 0 | i | 0.0 | 24 | 0 | -5 | -15 |
| O=C(CSc1nc2ccccc2c(=O)n1-c1ccccc1)NCc1ccco1 | -8 | 0 | -0.4 | -3 | i | -0.5 | 0 | 2 | -5 | 0 |
| Cc1ccnc(-n2c(C)cc(/C=N/NC(=O)COc3cccc4cccnc34)c2C)c1 | -4 | -4 | 0.5 | 0 | i | -1.4 | 2 | 8 | -5 | -3 |
| Cc1ccc([N+](=O)[O-])cc1NC(=O)c1ccccc1 | 18 | -14 | 1.0 | 0 | i | 0.0 | -4 | -3 | 1 | 1 |
| CCC1(CC)Cc2ccccc2C(CC(=O)N2CCOCC2)=N1 | 6 | 1 | -1.9 | -1 | i | -2.0 | 8 | 20 | 3 | -3 |
| Cc1ccc(C)c(OCC(=O)Nn2c(C)nc3ccccc3c2=O)c1 | 1 | 4 | -1.2 | 4 | i | -0.9 | 6 | 2 | 6 | 0 |
| COCC(=O)NC1CC(C)(C)Cc2c1cnn2-c1ccc(F)cc1 (centres undefined) | 9 | 0 | -0.1 | -1 | i | -0.1 | 2 | 1 | -2 | 0 |
| CCN1CCN(C(c2ccc(F)cc2)c2nnnn2Cc2cccs2)CC1 (centres undefined) | 7 | -3 | -3.0 | -4 | i | 1.3 | -11 | 10 | 3 | -2 |
| O=C(NCc1ccccc1)c1nc[nH]c1C(=O)N1CCc2ccccc2C1 | 10 | -1 | -0.6 | -2 | i | 0.2 | 5 | 3 | -2 | 5 |
| O=C(Nc1ccccc1)Nc1nncs1 | 9 | 2 | -3.0 | 3 | i | 3.8 | -2 | 12 | -12 | -4 |
| CCC12CN(C(=O)c3ccc([N+](=O)[O-])cc3)CC(CC)(CN(C(=O)c3ccc([N+](=O)[O-])cc3)C1)C2=O | -6 | -25 | 0.3 | 0 | i | 0.3 | -1 | -6 | -7 | 1 |
| O=S(=O)(Nc1ccccc1)c1ccc(-c2csnn2)cc1 | 5 | 4 | 0.2 | 0 | i | -0.4 | -4 | -7 | -10 | -7 |
| CCN(C(=O)COC(=O)CCc1c[nH]c2ccccc12)c1c(N)n(Cc2ccccc2)c(=O)[nH]c1=O | 4 | 0 | -1.1 | 1 | i | -0.5 | -1 | -1 | -2 | 5 |
| C1CN(CC2CCN(c3nc4nonc4nc3N3CCSCC3)CC2)CCO1 | 1 | -8 | -0.4 | 9 | i | 0.2 | -1 | 6 | -9 | 2 |
| COc1ccc(S(=O)(=O)N2CCN(C(=O)c3cccc(S(=O)(=O)N4CCCC4)c3)CC2)cc1 | -21 | 2 | -1.7 | 3 | i | -0.6 | 3 | -19 | · | 7 |
| CCOC(=O)c1ccc(S(=O)(=O)N2CCN(Cc3cc4c(cc3O)OCO4)CC2)cc1 | -2 | 0 | 0.5 | 4 | i | -0.3 | -3 | -8 | 0 | 7 |

Record cards (already shown). Screens in order: SKN-1 inh	SUMO1 PPI mod	LMPTP inh	STEP inh	Neddyl block	Tb MetRS inh	NadD inh	CendR NRP1 mod	Scp1 inh	DNMT1 block
Results for CCOC(=O)c1ccc(S(=O)(=O)N2CCN(Cc3cc4c(cc3O)OCO4)CC2)cc1 → -2	0	0.5	4	i	-0.3	-3	-8	0	7
Results for O=S(=O)(Nc1ccccc1)c1ccc(-c2csnn2)cc1 → 5	4	0.2	0	i	-0.4	-4	-7	-10	-7

Further entries follow.
| Molecule | SKN-1 inh | SUMO1 PPI mod | LMPTP inh | STEP inh | Neddyl block | Tb MetRS inh | NadD inh | CendR NRP1 mod | Scp1 inh | DNMT1 block |
| --- | --- | --- | --- | --- | --- | --- | --- | --- | --- | --- |
| COc1ccc(-c2ccc(C(=O)NCc3ccncc3)c3occc23)c(C)c1 | -1 | 6 | 0.9 | 1 | · | -0.1 | 3 | -1 | · | -3 |
| O=C(C1CCN(S(=O)(=O)c2ccc(Cl)c(C(F)(F)F)c2)CC1)N1CCC1 | 6 | 4 | -1.3 | 1 | i | -0.2 | -1 | 1 | -8 | 6 |
| N#Cc1c(SCc2ccc(Cl)cc2)sc(C(=O)c2ccccc2)c1N | 12 | -1 | 6.2 | 22 | i | -1.0 | -6 | -1 | -18 | -17 |
| Cc1ccc(NC(=O)CCc2ccc(S(=O)(=O)N3CCOCC3)cc2)c(Cl)c1 | 14 | 2 | 0.2 | 4 | i | -0.3 | -2 | -3 | -1 | -2 |
| O=C(c1ccc(-c2ccccc2)cc1)C1CCCN(C(=O)c2cncs2)C1 (centres undefined) | 10 | -2 | 1.9 | -4 | i | -0.6 | -15 | 2 | 3 | -7 |
| CN(Cc1c(F)cccc1Cl)C(=O)c1cccc(S(=O)(=O)NCc2ccccc2)c1 | 22 | -6 | 2.3 | 0 | i | -0.2 | -9 | 3 | -8 | 0 |
| COc1ccc(-c2cc(-c3cccs3)c(C#N)c(SCC(=O)NCc3ccco3)n2)cc1 | -1 | -2 | -0.7 | 0 | i | -0.1 | 15 | -13 | -3 | 48 |
| CC(C)c1ccc(-c2nnc(SCC(=O)NC3CC3)n2C)cc1 | -1 | 6 | -1.9 | -2 | i | -0.2 | -7 | 12 | -4 | 0 |
| Cc1ncc(CSc2nccc(=O)[nH]2)c(CO)c1O | -3 | -7 | 3.2 | 1 | i | -0.8 | -8 | 16 | -7 | 2 |
| O=C(Nc1cccnc1)c1ccccc1-c1ccccc1 | -4 | -2 | -0.1 | 2 | i | -0.7 | 4 | 9 | 2 | -2 |
| COc1ccc(NC(=O)c2cc(-c3cc(Cl)ccc3OC)n[nH]2)cc1OC | 27 | 20 | 0.0 | -2 | i | -0.3 | -4 | 2 | · | 4 |
| C/C(CC(=O)N1CCN(C=O)CC1)=N\NC(=O)c1cccc([N+](=O)[O-])c1 | 10 | -6 | -2.0 | 3 | i | -0.2 | 0 | 1 | -9 | -10 |
| Cc1noc(C)c1CSc1ncnc2sc(C)c(C)c12 | 2 | 2 | 1.5 | 1 | i | -0.2 | -2 | 4 | -3 | 1 |
| COc1ccc(OC)c(S(=O)(=O)NCC(c2ccco2)N2CCc3ccccc32)c1 (centres undefined) | -7 | 2 | 0.6 | 0 | i | -0.6 | -5 | 4 | 5 | 0 |
| CCC(C)(C)NC(=O)C(c1ccccc1)N(C(=O)c1csnn1)C1CC1 (centres undefined) | -1 | 2 | -0.4 | 0 | i | -0.6 | 0 | 7 | -2 | 1 |
| Cc1cnc(NC(=O)CC(C)c2ccccc2)s1 (centres undefined) | 35* | 1 | -0.9 | -2 | i | -0.1 | -8 | 2 | -9 | 1 |
| COc1ccc([C@@H]2[C@@H]3C(=O)N(C(C)(C)C)C(=O)[C@@H]3[C@]3(C)C(=O)N(c4ccc(C(F)(F)F)cc4)C(=O)N23)cc1 | 16 | 0 | 1.3 | -4 | i | -0.3 | -3 | -1 | -11 | -5 |
| Nc1c(C(=O)Nc2nccs2)sc2nc(-c3cccs3)cc(C(F)(F)F)c12 | 1 | 7 | 1.5 | -2 | i | 0.1 | 8 | 128 | 12 | -4 |
| CCC(=O)Nc1ccc(NC(=S)NC(=O)/C=C/c2ccco2)cc1 | 25 | -20 | 2.5 | 5 | i | -0.3 | 1 | -12 | 3 | 2 |
| Cc1ccc(NC(NC(=O)c2cccs2)C(Cl)(Cl)Cl)cc1 (centres undefined) | 5 | 0 | 1.1 | -2 | i | -1.0 | -7 | 2 | -18 | -3 |
| COc1ccc(-c2nc(CS(=O)(=O)CC(=O)NCc3ccccc3OC)c(C)o2)cc1 | -3 | 4 | 0.6 | 3 | i | -0.6 | -8 | 3 | -1 | 1 |
